Avidin bead fluor: compound fluoresces at 488/530 nm on avidin beads. compound fluorescence 488/530 nm, flow cytometry; stronger effect = higher value. fluorescence (KMESF) at 10 µM. 220,000 tested, 0.38% active. AID 1775; in the data active = fluorescence above about 47; note: inactives centre near 10
Bfl-1 Bim block: inhibitors of Bim-Bfl-1 interaction, human; Bead-based flow cytometry, Bim-Bfl-1 binding inhibition; inhibition, % at 10 µM; AID 1008; 190,000 tested, 0.12% active;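 note: 0% = wells without compound plus tracer and 100% = blocker peptide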
Bcl-B Bim block: human Bim-Bcl-B interaction inhibition. Q9HD36. AID 951. 190,000 tested, 0.073% active. bead-based flow cytometry, Bim peptide-Bcl-B binding. inhibition, % at 10 µM;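 note: 0% = tracer peptide without compound and 100% = reference inhibitor peptide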
Target sequence (Q9HD36 whole entry, looked up): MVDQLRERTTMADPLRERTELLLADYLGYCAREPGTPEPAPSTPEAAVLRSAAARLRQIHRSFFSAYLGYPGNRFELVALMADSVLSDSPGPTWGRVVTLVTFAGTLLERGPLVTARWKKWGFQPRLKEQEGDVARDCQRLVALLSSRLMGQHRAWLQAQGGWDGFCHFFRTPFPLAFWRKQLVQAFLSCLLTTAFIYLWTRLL
RGS7-Gao reg: regulators of human RGS7-Galphao interaction; binding response (% of control), % at 10 µM; 220,000 tested, 0.35% active; Multiplexed bead flow cytometry, RGS7-Galphao binding; actives lie on both sides; in the data active = binding response below about 49% or above about 150%; inconclusive = no clear call, values can overlap the other calls; inactive = in between;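 note: fluorescent Galphao held in activated GDP-AlF4 state binding bead-coupled RGS7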
Bcl-XL Bim block: disrupts Bim peptide binding to human Bcl-XL | bead flow cytometry, fluorescence | Q07817 | 190,000 tested, 0.04% active | inhibition, % at 10 µM
Target sequence (Q07817 whole entry, looked up): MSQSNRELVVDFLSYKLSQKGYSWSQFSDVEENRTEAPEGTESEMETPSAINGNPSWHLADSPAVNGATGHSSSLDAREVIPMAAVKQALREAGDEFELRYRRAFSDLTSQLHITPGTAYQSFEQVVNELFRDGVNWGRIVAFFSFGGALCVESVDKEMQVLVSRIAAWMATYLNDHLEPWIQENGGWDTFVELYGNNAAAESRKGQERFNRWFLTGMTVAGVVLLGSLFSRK
Bim-Bcl-W: human Bim-Bcl-W interaction inhibition. bead-based flow cytometry, Bim peptide-Bcl-W binding. 190,000 tested, 0.02% active. inhibition, % at 10 µM;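 note: 0% = bound tracer without compound and 100% = peptide blocker; higher means less fluorescent Bim peptide bound to Bcl-W beads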
Target sequence (Q92843 whole entry, looked up): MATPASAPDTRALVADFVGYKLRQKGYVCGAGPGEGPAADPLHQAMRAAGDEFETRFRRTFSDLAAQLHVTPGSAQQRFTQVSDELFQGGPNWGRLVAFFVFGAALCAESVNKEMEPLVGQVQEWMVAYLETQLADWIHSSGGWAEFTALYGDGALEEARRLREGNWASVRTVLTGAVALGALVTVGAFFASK
RGS4-Gao reg: human RGS4-Galphao interaction regulation; P09471; Multiplexed bead flow cytometry, RGS4-Galphao binding; actives lie on both sides; binding response (% of control), % at 10 µM; 220,000 tested, 0.33% active; AID 1415; in the data active = binding response below about 49% or above about 150%; inactive = in between;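 note: fluorescent Galphao activated with aluminum fluoride binding bead-coupled RGS4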
ABCB1 inh: human ABCB1 inhibition, ABCG2 as counter-screen | P08183 | 190,000 tested, 0.067% active | inhibition, % at 6.6 µM | CCRF-Adr cells, JC-1 efflux, flow cytometry; in the data active = inhibition above about 40%;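 note: 0% = vehicle and 100% = reference inhibitor; higher value means more JC-1 retained so stronger ABCB1 efflux block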
ABCG2 block: human ABCG2 inhibition, ABCB1 as counter-screen; IgMXP3 cells, JC-1 efflux, flow cytometry; Q9UNQ0; AID 1325; 190,000 tested, 0.1% active; inhibition, % at 6.6 µM;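 active = inhibition above 80%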;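 note: 0% = DMSO and 100% = nicardipine control wells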
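test system = two drug-resistant human cell lines, ABCG2 and ABCB1 | amount = 3 million cells/mL final, two lines in 1:1 ratio | reagent = JC-1 transporter substrate | doses = one concentration, 6.6 µM final | incubation = 10 min at 25 °C | signal = flow cytometric JC-1 green MFI at 530 nm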
Bcl-2 Bim block: human Bim-Bcl-2 interaction inhibition | P10415 | Bead-based flow cytometry, Bim peptide-Bcl-2 binding | inhibition, % at 10 µM | 190,000 tested, 0.06% active | AID 950; in the data active = inhibition above about 40%; inconclusive = no clear call, values can overlap the other calls;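 note: 0% = no compound wells with probe peptide and 100% = reference peptide inhibitor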
Target sequence (P10415 whole entry, looked up): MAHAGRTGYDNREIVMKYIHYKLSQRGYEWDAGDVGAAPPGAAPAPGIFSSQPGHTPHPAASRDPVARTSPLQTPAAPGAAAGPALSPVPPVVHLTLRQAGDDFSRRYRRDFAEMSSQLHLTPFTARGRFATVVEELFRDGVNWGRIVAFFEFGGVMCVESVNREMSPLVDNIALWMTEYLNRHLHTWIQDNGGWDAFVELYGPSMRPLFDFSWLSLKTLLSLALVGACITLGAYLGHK
GSH bead fluor: compound fluoresces at 488/530 nm on GSH beads. fluorescence (KMESF) at 10 µM. GSH beads flow cytometry, compound fluorescence 488/530 nm; stronger effect = higher value. 190,000 tested, 0.25% active. AID 1776; in the data active = fluorescence above about 89;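 note: glutathione beads carrying GST-tagged Bcl family fusion proteins plus one bare bead set; values are compound well signal with DMSO vehicle wells as background; inactives centre near 16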
The depositor's hits bear a star; u = inconclusive; x = not tested or not shown; [ ] = remark or other dose. Cut-off read from the data, not from the text of the source, unless noted: active = inhibition above about 40%. The order is random (roughly 1.3% active in at least one column).

SMILES | Avidin bead fluor | Bfl-1 Bim block | Bcl-B Bim block | RGS7-Gao reg | Bcl-XL Bim block | Bim-Bcl-W | RGS4-Gao reg | ABCB1 inh | ABCG2 block | Bcl-2 Bim block | GSH bead fluor
COCCNCCCCOc1ccc(Br)cc1C | 14 | 11 | 4 | 106 | -2 | 1 | 104 | 0.2 | 0 | 6 | 7
CN(C)c1nc(OCCOC(=O)c2ccccc2)nc(N(C)C)n1 | 7 | -3 | -4 | 93 | -4 | 1 | 98 | 1.5 | 10 | -1 | 14
O=C(CSc1nc2ccccc2o1)N1N=C(c2cccs2)CC1c1ccc(F)cc1 (stereo unspecified) | 15 | 6 | -3 | 101 | -4 | -2 | 102 | 2.2 | 49 | 0 | 8
NC(=O)c1ccc[n+](CCC[n+]2cccc(C(N)=O)c2)c1 | 22 | 0 | -1 | u | 0 | 2 | 103 | 0.5 | -3 | 2 | 15
COC(=O)/C=C/C(=O)Nc1cccnc1 | 32 | -17 | -5 | 98 | -9 | -1 | 98 | 0.0 | 1 | -9 | 26
COc1ccc(NC(=O)c2c(NC(=O)CCC(=O)O)sc3c2CCCCC3)cc1 | 10 | -4 | 0 | 102 | -1 | 1 | 99 | 0.7 | 2 | 0 | 21
COc1ccc(CN(C(=S)Nc2ccccc2)C2CC(=O)N(c3ccccc3)C2=O)cc1 (stereo unspecified) | 12 | -11 | -16 | 106 | -14 | -11 | 102 | -0.4 | -2 | -7 | 20
Cc1cc(=O)oc2c(C(=O)/C=C\c3cccs3)c(O)ccc12 | 12 | -6 | -6 | 105 | -8 | -4 | 107 | 1.0 | 24 | -7 | 11
COCCOC(=O)c1c(C)oc2ccc(OC(=O)COc3c(F)c(F)c(F)c(F)c3F)cc12 | 15 | -18 | -11 | 98 | -8 | -2 | 102 | -1.8 | 14 | -12 | 36
CC(=O)Nc1ccc(S(=O)(=O)N2CCSC2c2ccc(C)cc2)cc1 (stereo unspecified) | 4 | -14 | -4 | 99 | -6 | 1 | 96 | 0.5 | 4 | -9 | 15
OCc1nc(CO)n(Cc2ccccc2)n1 | 7 | 2 | -2 | 108 | -5 | -2 | 107 | -0.1 | 0 | -2 | 62
CCN(CC)S(=O)(=O)c1ccc(C(=O)NCc2n[nH]c(=S)n2Cc2ccccc2)cc1 | 7 | 7 | -13 | 102 | 1 | 0 | 100 | -1.1 | -2 | -1 | 4
Nc1sc2c(c1C(=O)NC1CCS(=O)(=O)C1)CCC2 (stereo unspecified) | 9 | 2 | 0 | 97 | 0 | -2 | 95 | -0.4 | 8 | 0 | 56
COc1ccc(C(=O)Nc2cc(=O)n(C)c(=O)n2C)cc1OC | 24 | -10 | -11 | 102 | -11 | -8 | 102 | 0.6 | 5 | -8 | 14
C/C(=N\NC(N)=S)C1(C)CCCCC1 | 5 | 0 | -18 | 98 | -5 | -4 | 100 | -0.2 | -1 | -3 | 24

Limited to Bfl-1 Bim block, Bim-Bcl-W and GSH bead fluor, for two of the compounds above:
SMILES	Bfl-1 Bim block	Bim-Bcl-W	GSH bead fluor
CCN(CC)S(=O)(=O)c1ccc(C(=O)NCc2n[nH]c(=S)n2Cc2ccccc2)cc1	7	0	4
COCCNCCCCOc1ccc(Br)cc1C	11	1	7

(next part)
SMILES | Avidin bead fluor | Bfl-1 Bim block | Bcl-B Bim block | RGS7-Gao reg | Bcl-XL Bim block | Bim-Bcl-W | RGS4-Gao reg | ABCB1 inh | ABCG2 block | Bcl-2 Bim block | GSH bead fluor
COc1ccc(C(CC(=O)c2ccc(C)cc2)C(C#N)C#N)cc1OC (stereo unspecified) | 13 | -2 | -4 | 101 | -4 | -1 | 98 | 1.2 | 6 | -3 | 5
O=C(Nc1ccc2oc(-c3ccncc3)nc2c1)c1c(F)c(F)c(F)c(F)c1F | 8 | -12 | -5 | 97 | -1 | 1 | 93 | -0.1 | 7 | -12 | 35
COCCCNC(=O)/C(=C\c1cccn1C)NC(=O)c1cccs1 | 10 | -7 | -2 | 98 | -3 | -2 | 99 | 0.3 | 61 | -3 | 10
Cc1cc(NC(=O)CSc2ncn[nH]2)no1 | 10 | -10 | -3 | 105 | 0 | 0 | 108 | 0.0 | -1 | -2 | 17
N#Cc1ccsc1NC(=O)c1cnccn1 | 20 | -5 | -1 | 88 | -3 | -3 | 92 | 0.3 | 3 | -2 | 17
COc1ccc(-c2nc3ccccn3c2CN2CCN(c3ccccc3F)CC2)cc1 | 9 | -4 | -3 | 106 | 0 | 0 | 103 | 3.5 | 4 | 0 | 13
Cc1cc(=O)c(C(=O)O)cn1Nc1ccc(Cl)cc1 | 12 | -19 | -8 | 103 | -5 | -1 | 99 | 0.0 | 0 | -9 | 32
CCCCNC(=O)N1CCN(Cc2cccc(F)c2)CC1 | 2 | -6 | -4 | 98 | -2 | -2 | 102 | 2.0 | 5 | -2 | 9
Cc1ccccc1OCCSc1nc2ncnc(N)c2[nH]1 | 5 | 0 | -2 | 101 | -4 | -1 | 104 | -0.1 | 0 | -2 | 21
COCCNCCOCCOc1cccc(OC)c1 | 25 | 1 | -1 | 100 | 7 | 2 | 106 | 1.0 | 5 | x | 10
CN(C)S(=O)(=O)c1cccc(C(=O)OCC(=O)Nc2ccccc2OC(F)F)c1 | 4 | 1 | 2 | 98 | -1 | 0 | 97 | 0.2 | 1 | -3 | 5
Cc1cccc(C)c1NC(=O)CSc1nnc(-c2ccoc2C)n1C | 11 | -2 | -1 | 98 | 1 | 2 | 103 | 0.9 | 12 | 0 | 53
CC1=C(C(=O)Nc2ccccc2F)C(c2cccs2)C2=C(CCCC2=O)N1 (stereo unspecified) | 11 | -4 | -4 | 96 | -5 | -1 | 99 | 0.0 | 1 | -3 | 22
Nc1nc(SCC(=O)N2CCCC2)[nH]c(=O)c1NC(=O)c1ccco1 | 7 | -8 | -8 | 99 | -4 | 0 | 102 | 0.5 | 0 | -8 | 25
Cc1nn(C)c(C(=O)NNC(=S)NCc2ccco2)c1Cl | 4 | -31 | -55 | 95 | -32 | -35 | 92 | -0.9 | -3 | -38 | 50
CCOC(=O)C1CCN(c2c(C(=O)c3ccccc3)cnc3ccc(CC)cc23)CC1 | 9 | -4 | -3 | u | -2 | 0 | 100 | 4.0 | 3 | -2 | 14
Cc1sc(NC(=O)c2ccco2)c(C(=O)c2ccc(Cl)cc2)c1C | 11 | 0 | -9 | 101 | -3 | 0 | 102 | 0.1 | 6 | -2 | 8
CC(=O)NC(CCS(C)(=O)=O)C(=O)Nc1c(F)cccc1F (stereo unspecified) | 36 | -3 | 1 | 103 | -5 | -3 | 100 | -0.1 | 0 | 0 | 17
COc1ccc(/C=N/Nc2nc3ccccc3[nH]2)cc1OC | 15 | 8 | 0 | 102 | 1 | 0 | 99 | 0.6 | 6 | 0 | 6
Cc1c(NC(=O)Cn2nc(C(=O)O)c3ccccc3c2=O)c(=O)n(-c2ccccc2)n1C | 7 | -9 | -6 | 103 | -2 | 4 | 99 | 0.9 | -2 | -8 | 47
Cc1ccc(C(=O)c2ccccc2C(=O)O)s1 | 8 | -1 | 2 | 92 | 1 | -2 | 91 | 0.5 | 1 | 0 | 8
CCN(CC)C(=O)CSc1nnc([C@H](Cc2c[nH]c3ccccc23)NC(=O)OC(C)(C)C)o1 | 3 | -1 | -2 | 90 | -2 | 0 | 93 | 1.0 | 14 | -1 | 11
C#CCOC(=O)C[N+](C)(C)CC#Cc1ccccc1 | 12 | 0 | -4 | 102 | -3 | 0 | 107 | -0.2 | -1 | 0 | 14
Cn1nc(C(F)(F)F)cc1Oc1ncc(C(F)(F)F)cc1Cl | 28 | -3 | -3 | 105 | -3 | -1 | 108 | 0.6 | 1 | -3 | 8
Cc1ccc(Cn2ncc3c(N4CCN(Cc5ccc(Cl)cc5)CC4)ncnc32)cc1 | 12 | -17 | -11 | 100 | -11 | -2 | 101 | 2.7 | 20 | -11 | 27
CCN1CCN(C(c2ccc(OC)c(OC)c2)c2nnnn2C(C)(C)C)CC1 (stereo unspecified) | 14 | 5 | 0 | 100 | 4 | 1 | 100 | -0.4 | 11 | 3 | 15
Cc1cc(C)c(C(=O)c2ccc(C(=O)N(C(C)C)C(C)C)cc2)c(C)c1 | 11 | -23 | -14 | 100 | -15 | -9 | 103 | 2.9 | 18 | -17 | 28
COc1ccc(OC)c(C(c2nnnn2Cc2ccccc2)N2CCN(C)CC2)c1 (stereo unspecified) | 12 | -2 | 0 | 100 | -2 | 1 | 101 | -2.2 | -2 | 1 | 20
CCOC(=O)c1nnsc1Nc1ccc(C)c(C)c1 | 16 | -1 | -14 | 118 | -2 | -2 | 116 | -1.0 | 22 | 0 | 13
C/C(=C1/SC(=S)N(CCC(=O)O)C1=O)c1ccc(O)cc1 | 8 | 3 | 3 | 92 | 16 | 0 | 96 | 0.5 | 1 | 6 | 21
CC(C)c1ccc(N2C(=O)CSC23C(=O)N2CCCc4cccc3c42)cc1 (stereo unspecified) | 9 | -9 | -5 | 96 | -2 | -2 | 96 | 0.5 | 2 | -6 | 9
CC(=O)Nc1ccc(-c2nnc(SCc3c(C)cc(C)cc3C)n2C)cc1 | 23 | -3 | -3 | 102 | 0 | 0 | 97 | 0.8 | 29 | -7 | 30
Cc1ccc2c(CC(=O)N3CCc4ccccc43)coc2c1 | 13 | -11 | -7 | 97 | -2 | 1 | 100 | -0.2 | -1 | -7 | 26
COc1ccc(S(=O)(=O)N(C)C)cc1NC(=O)[C@H](Cc1ccccc1)N1C(=O)c2ccccc2C1=O | 13 | -10 | -9 | 100 | -5 | -4 | 100 | 0.4 | 0 | -9 | 13
COC(=O)C(=C/C(C)=C/c1cccs1)C(=O)OC | 11 | -6 | -4 | 101 | -5 | -3 | 87 | -0.4 | 0 | -6 | 11
COc1ccc(-c2nnc(SCC(=O)Nc3cc(F)ccc3C)o2)cc1 | 116* | -8 | -4 | 185*[activator] | 0 | 0 | 120 | 0.2 | 5 | -5 | 22
CCc1ccc(S(=O)(=O)NC(=S)Nc2ccccc2)cc1 | 6 | 2 | -9 | 93 | -3 | 0 | 96 | 0.7 | -2 | -5 | 12
CN(C)c1cccc(C(=O)NCc2ccc(Cl)cc2)c1 | 12 | -6 | -2 | u | 0 | -1 | 104 | 1.3 | 18 | -1 | 13
COc1ccc(C(=O)N2CCN(c3ccccn3)CC2)cc1 | 7 | -8 | -6 | 99 | -7 | 0 | 101 | 0.7 | 2 | -5 | 27
Cc1cc2nc(CCN(Cc3cccnc3)C(=S)Nc3ccccc3)[nH]c2cc1C | 11 | -1 | -22 | 101 | -3 | 2 | 109 | 1.2 | 7 | 0 | 40
CCSc1nc2ccccc2n1C(=O)/C=C/c1ccc(OC)c(OC)c1 | 4 | 0 | -5 | 99 | -1 | 0 | 100 | 0.0 | 0 | 0 | 8

Avidin bead fluor: what is marked active above
Molecule | Avidin bead fluor | Bfl-1 Bim block | Bcl-B Bim block | RGS7-Gao reg | Bcl-XL Bim block | Bim-Bcl-W | RGS4-Gao reg | Bcl-2 Bim block | GSH bead fluor
COc1ccc(-c2nnc(SCC(=O)Nc3cc(F)ccc3C)o2)cc1 | 116* | -8 | -4 | 185*[activator] | 0 | 0 | 120 | -5 | 22
